HIV fusion peptide: inhibitors of HIV fusion peptide binding, primary screen, biochemical, uHTS, fluorescence dequenching (AID 1986). cell-free peptide binding, fluorescence dequenching, 30 min; higher % means a stronger effect. inhibition, % at 20 µM, or IC50 in µM where a hit was titrated. 290,000 compounds, 0.3% hits; in the data active = inhibition mostly above about 52%, no sharp cut-off; inactive = mostly below about 76%; also: some results filed as inactive read as strong as hits
K1F lysis inhibition: inhibition of K1F phage lysis, E. coli UTI89, bacterial capsule biogenesis inhibitors, alamar blue (AID 488966); 340,000 compounds, 0.02% hits; E. coli UTI89 K1F phage lysis, alamar blue, 2 h; higher % means a stronger effect; inhibition, % at 100 µM; hits with a dose series show IC50 in µM;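 active = phage lysis inhibition, versus mean bacterial control, above a set limit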;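 also: capsule biogenesis inhibitors block K1F phage lysis so surviving cells raise fluorescence; higher fluorescence means more inhibition of phage lysis; actives were called in the ten point dose series up to 300 µM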
GPR35 arrestin U2OS: inhibition of zaprinast-stimulated GPR35 beta-arrestin translocation – imaging, U2OS, beta-arrestin-GFP, zaprinast agonist, primary screen (AID 2058) | 290,000 compounds, 0.052% hits | U2OS GPR35 beta-arrestin-GFP translocation imaging, zaprinast antagonism; higher % means a stronger effect | inhibition, % at 10 µM, or IC50 in µM where a hit was titrated;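 active = inhibition of at least 50% with at least 30 cells and total cytoplasm GFP at most 10,000,000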
NTR1 agonist: NTR1-driven beta-arrestin-GFP spot formation – imaging, U2OS cells, high content, primary screen (AID 493036); agonist mode; activation, % at 20 µM; 330,000 compounds, 0.17% hits; P30989;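 active = activation at or above 40% of the spot to cytoplasm intensity ratio, with at least 20 cells analyzed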;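 also: 0% = DMSO without peptide and 100% = 100 nM NTR1 peptide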
Target sequence (P30989 whole entry, looked up): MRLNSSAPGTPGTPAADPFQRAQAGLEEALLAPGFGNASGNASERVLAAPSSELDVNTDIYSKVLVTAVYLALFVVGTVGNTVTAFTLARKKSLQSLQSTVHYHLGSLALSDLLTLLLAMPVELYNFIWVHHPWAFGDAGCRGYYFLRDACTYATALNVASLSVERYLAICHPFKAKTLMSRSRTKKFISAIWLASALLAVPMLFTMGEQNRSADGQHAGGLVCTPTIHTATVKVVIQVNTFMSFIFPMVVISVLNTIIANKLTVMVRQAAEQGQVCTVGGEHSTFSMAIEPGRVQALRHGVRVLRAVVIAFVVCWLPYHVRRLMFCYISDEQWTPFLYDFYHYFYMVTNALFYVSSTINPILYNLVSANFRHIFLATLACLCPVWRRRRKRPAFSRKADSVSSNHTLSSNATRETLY
NS5 inhibitors: flavivirus cap methylation enzyme inhibition – biochemical, confirmation dose response, primary screen (AID 588689) | Dengue-2 NS5 methyltransferase capping enzyme assay, biochemical; higher % means a stronger effect | one-dose inhibition, % at 25 µM; IC50 in µM for titrated hits | 340,000 compounds, 0.3% hits; in the data active = a potency from the dose series
GPR55 beta-arrestin: selective activators of receptor GPR55 – imaging, U2OS cells, beta-arrestin-GFP redistribution, primary screen (AID 1961); U2OS GPR55 beta-arrestin-GFP redistribution imaging; higher % means a stronger effect; activation, % at 10 µM, or EC50 in µM where a hit was titrated; 290,000 compounds, 0.048% hits;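 active = activation above 40% with more than 50 cells counted in the well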;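 also: U2OS osteosarcoma cells stably expressing GPR55 and beta-arrestin-GFP; plate controls were DMSO negative control for no effect and LPI positive control for full effect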
GPR55 LPI antagonism: GPR55 antagonists blocking LPI-driven arrestin recruitment, primary screen, imaging, U2OS, beta-arrestin-GFP, LPI agonist (AID 2013); 290,000 compounds, 0.13% hits; inhibition, % at 10 µM, or IC50 in µM where a hit was titrated; U2OS GPR55 beta-arrestin-GFP translocation imaging, LPI antagonism; higher % means a stronger effect;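 active = spots per cell inhibited over 60%, with over 100 cells counted and total cytoplasm intensity under 500,000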;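 also: U2OS cells stably carrying GPR55 and arrestin-GFP stimulated by 5 µM LPI near EC80; imaged beta-arrestin-GFP aggregate spots per cell after agonist stimulation; plate controls were LPI-stimulated DMSO wells for no effect and DMSO wells without LPI for full effect; some results filed as inactive read as strong as hits; confirmed hits need IC50 under 10 µM and bright autofluorescent wells are also inconclusive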
AID2073: inhibitors of Mint1-CaV2.2 protein interaction, biochemical, HTRF (AID 2073) | HTRF protein-protein interaction, Mint1-CaV2.2; higher % means a stronger effect | one-dose inhibition, % at 20 µM; IC50 in µM for titrated hits | 290,000 compounds, 0.19% hits; in the data active = inhibition mostly above about 51%, no sharp cut-off; also: some results filed as inactive read as strong as hits
Siah-1 displacement: blockers of Siah-1 interaction with plectin peptide – biochemical, fluorescence polarization, rhodamine-plectin, uHTS, primary screen (AID 1817) | Siah-1 / rhodamine-plectin peptide fluorescence polarization; higher % means a stronger effect | one-dose displacement, % at 20 µM; IC50 in µM for titrated hits | 290,000 compounds, 0.02% hits;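 active = displacement of at least 50% at 20 µM, with a fluorescence ratio check between 0.3 and a set limit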;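 also: plate controls were Siah plus tracer with DMSO for no effect and tracer alone without Siah for full effect; strong numbers were not always called active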
NTR1 agonist cell count 20 µM: recorded beside NTR1 agonist, whose call it bears; cell count; measured here: cell count, cytotoxicity flag
NS5 inhibitors pilot replicate: also measured in NS5 inhibitors; calls as there; inhibition, %; measured here: pilot screen replicate inhibition
Starred values were filed as active, the others as inactive; [ ] = another dose, or the depositor's remark.

Screening CC1CCN(C(=O)C2CCN(S(=O)(=O)c3ccc(-n4cnnn4)cc3)CC2)CC1 returned HIV fusion peptide 0.7%, K1F lysis inhibition 0.4%, GPR35 arrestin U2OS 1.4%, NTR1 agonist 1.1, NS5 inhibitors -4.9%, GPR55 beta-arrestin 0.8%, GPR55 LPI antagonism 1.2%, AID2073 -1.0%, Siah-1 displacement 4.9% and NTR1 agonist cell count 20 µM 48.
`CC1(C)CC(=O)C(C=Nc2ccc3[nH]ncc3c2)=C(O)C1` gave HIV fusion peptide -0.2%, K1F lysis inhibition 0.5%, GPR35 arrestin U2OS -1.6%, NTR1 agonist 0.3, NS5 inhibitors -5.5%, GPR55 beta-arrestin 0.8%, GPR55 LPI antagonism -18.7%, AID2073 -23.5%, Siah-1 displacement -6.3% and NTR1 agonist cell count 20 µM 68.
Screening CCCCCn1c(CN2CCN(C(=O)c3ccco3)CC2)nc2c1c(=O)n(C)c(=O)n2C returned HIV fusion peptide -1.0%, K1F lysis inhibition 0.7%, GPR35 arrestin U2OS 2.9%, NTR1 agonist 0.3, NS5 inhibitors 2.1%, GPR55 beta-arrestin 0.3%, GPR55 LPI antagonism 1.3%, AID2073 -6.9%, Siah-1 displacement 15.6% and NTR1 agonist cell count 20 µM 47.
For CCOC(=O)C1=C(NC(=S)NC(=O)c2ccccc2)c2ccccc2CC1C(C)C (configuration not stated) the results were HIV fusion peptide 3.1%, K1F lysis inhibition 3.8%, GPR35 arrestin U2OS 18.3%, NTR1 agonist 7.1, NS5 inhibitors -7.1%, GPR55 beta-arrestin -0.2%, GPR55 LPI antagonism 14.3%, AID2073 -14.5%, Siah-1 displacement 5.5% and NTR1 agonist cell count 20 µM 62.
`C#CCNC(=O)C1=C[C@H](c2coc3ccccc3c2=O)[C@@H](CCCO)[C@H](OCC)O1` gave HIV fusion peptide 0.2%, K1F lysis inhibition 0.5%, GPR35 arrestin U2OS -0.3%, NTR1 agonist 0.1, NS5 inhibitors 3.3%, GPR55 beta-arrestin 0.5%, GPR55 LPI antagonism 1.2%, AID2073 7.5%, Siah-1 displacement -1.4% and NTR1 agonist cell count 20 µM 62.
COc1ccccc1OCCOc1ccc(/C=C2\C(=N)N3N=C(S(C)(=O)=O)SC3=NC2=O)cc1 was read as HIV fusion peptide 33.8µM*, K1F lysis inhibition 0.4%, GPR35 arrestin U2OS -2.4%, NTR1 agonist 10.3, NS5 inhibitors 23.1%, GPR55 beta-arrestin 0.0%, GPR55 LPI antagonism -3.4%, AID2073 28.7%, Siah-1 displacement 27.0% and NTR1 agonist cell count 20 µM 32.
Screening CC(=O)NC1C(Oc2ccc(C)cc2)OC2COC(c3ccco3)OC2C1O (configuration not stated) returned HIV fusion peptide -2.0%, K1F lysis inhibition 4.4%[50 µM], GPR35 arrestin U2OS -5.7%, NTR1 agonist -1.5, NS5 inhibitors 1.3%, GPR55 beta-arrestin 0.6%, GPR55 LPI antagonism 4.1%, AID2073 3.4%, Siah-1 displacement 5.0% and NTR1 agonist cell count 20 µM 95.
`Cc1nc2ccccc2c(=O)n1CCCN1CCOCC1` gave HIV fusion peptide 0.9%, K1F lysis inhibition 0.5%, GPR35 arrestin U2OS -7.2%, NTR1 agonist -0.3, NS5 inhibitors 3.1%, GPR55 beta-arrestin -0.1%, GPR55 LPI antagonism -2.3%, AID2073 0.8%, Siah-1 displacement 15.2% and NTR1 agonist cell count 20 µM 53.
`COCc1cc(=O)[nH]c(Nc2nc3ccccc3o2)n1` gave HIV fusion peptide -1.2%, K1F lysis inhibition -3.0%, GPR35 arrestin U2OS 6.2%, NTR1 agonist 3.3, NS5 inhibitors -1.6%, GPR55 beta-arrestin -0.1%, GPR55 LPI antagonism 16.2%, AID2073 -0.2%, Siah-1 displacement -7.3% and NTR1 agonist cell count 20 µM 77.
`O=C(NCCO)/C(=C/c1ccc(Br)cc1)NC(=O)c1cccs1` gave HIV fusion peptide -0.4%, K1F lysis inhibition 9.5%, GPR35 arrestin U2OS -4.2%, NTR1 agonist 1.2, NS5 inhibitors -8.2%, GPR55 beta-arrestin -0.3%, GPR55 LPI antagonism 2.1%, AID2073 -0.3%, Siah-1 displacement -3.4% and NTR1 agonist cell count 20 µM 87.
COc1ccc(-c2cc(C(=O)OCc3ccccn3)c3ccccc3n2)cc1 was read as HIV fusion peptide -1.6%, K1F lysis inhibition 0.2%, GPR35 arrestin U2OS -5.4%, NTR1 agonist 10.5, NS5 inhibitors -3.6%, GPR55 beta-arrestin -0.2%, GPR55 LPI antagonism 6.1%, AID2073 16.9%, Siah-1 displacement 5.6% and NTR1 agonist cell count 20 µM 58.
CC(=O)Nc1ccc(-c2ccnc(-c3ccc(NC(C)=O)cc3)n2)cc1 was read as HIV fusion peptide -0.1%, K1F lysis inhibition -2.4%, GPR35 arrestin U2OS 2.8%, NTR1 agonist 0.4, NS5 inhibitors -4.5%, GPR55 beta-arrestin -0.3%, GPR55 LPI antagonism 4.2%, AID2073 24.4%, Siah-1 displacement 7.1% and NTR1 agonist cell count 20 µM 58.
`Cc1ccc(CNC(=O)C(C)OC(=O)c2ccco2)cc1` (configuration not stated) gave HIV fusion peptide 3.8%, K1F lysis inhibition 0.0%, GPR35 arrestin U2OS 1.6%, NTR1 agonist 1.6, NS5 inhibitors -4.1%, GPR55 beta-arrestin 0.6%, GPR55 LPI antagonism 6.0%, AID2073 2.6%, Siah-1 displacement 2.2% and NTR1 agonist cell count 20 µM 70.
Screening Cc1ccc(SCC(=O)NCc2ccc(F)cc2)cc1 returned HIV fusion peptide -0.3%, K1F lysis inhibition 0.7%, GPR35 arrestin U2OS -5.0%, NTR1 agonist 0.0, NS5 inhibitors -4.5%, GPR55 beta-arrestin 0.3%, GPR55 LPI antagonism 5.5%, AID2073 -2.8%, Siah-1 displacement 0.4% and NTR1 agonist cell count 20 µM 54.
For CC1=C(C(=O)Nc2ccc(Cl)cc2)C(c2ccco2)NC(=O)N1 (configuration not stated) the results were HIV fusion peptide -1.4%, K1F lysis inhibition 0.2%, GPR35 arrestin U2OS 2.7%, NTR1 agonist 1.3, NS5 inhibitors -6.1%, GPR55 beta-arrestin -0.1%, GPR55 LPI antagonism 2.5%, AID2073 0.4%, Siah-1 displacement -5.1%, NTR1 agonist cell count 20 µM 62 and NS5 inhibitors pilot replicate -0.5.
`O=C(c1ccco1)N1CCN(CC(O)COc2ccc3oc4ccccc4c3c2)CC1` (configuration not stated) gave HIV fusion peptide -1.1%, K1F lysis inhibition 2.1%, GPR35 arrestin U2OS 3.3%, NTR1 agonist 1.5, NS5 inhibitors -5.5%, GPR55 beta-arrestin -0.1%, GPR55 LPI antagonism 20.2%, AID2073 18.0%, Siah-1 displacement 3.2% and NTR1 agonist cell count 20 µM 37.
For C=CCn1cccc(C(=O)Nc2cc(OC)cc(OC)c2)c1=O the results were HIV fusion peptide 0.4%, K1F lysis inhibition 2.1%, GPR35 arrestin U2OS 1.0%, NTR1 agonist 0.4, NS5 inhibitors 1.7%, GPR55 beta-arrestin 0.1%, GPR55 LPI antagonism 7.1%, AID2073 -2.1%, Siah-1 displacement 1.5% and NTR1 agonist cell count 20 µM 44.
For CCOc1ccc(NC(=O)C2(c3ccc(OC)c(OC)c3)CCCC2)cc1 the results were HIV fusion peptide -1.1%, K1F lysis inhibition -2.2%, GPR35 arrestin U2OS 3.6%, NTR1 agonist 0.0, NS5 inhibitors -7.2%, GPR55 beta-arrestin 0.1%, GPR55 LPI antagonism 0.8%, AID2073 3.6%, Siah-1 displacement 8.0% and NTR1 agonist cell count 20 µM 39.
Screening CN(Cc1c(F)cccc1Cl)C(=O)c1cnc2ccccc2n1 returned HIV fusion peptide -0.2%, K1F lysis inhibition 0.3%, GPR35 arrestin U2OS 7.7%, NTR1 agonist -0.3, NS5 inhibitors -3.2%, GPR55 beta-arrestin 0.3%, GPR55 LPI antagonism 4.0%, AID2073 -8.0%, Siah-1 displacement 5.3% and NTR1 agonist cell count 20 µM 40.
CC1CCc2nc(NC(=O)CN3CCN(c4ccc(F)cc4)CC3)sc2C1 (configuration not stated) was read as HIV fusion peptide 7.9%, K1F lysis inhibition -0.1%, GPR35 arrestin U2OS -3.8%, NTR1 agonist 5.7, NS5 inhibitors -8.2%, GPR55 beta-arrestin -0.1%, GPR55 LPI antagonism 4.5%, AID2073 19.6%, Siah-1 displacement 1.8% and NTR1 agonist cell count 20 µM 74.
For O=[N+]([O-])c1ccccc1OCCCN1CCc2ccccc2C1 the results were HIV fusion peptide 1.5%, K1F lysis inhibition 0.2%, GPR35 arrestin U2OS -5.5%, NTR1 agonist 0.7, NS5 inhibitors 6.5%, GPR55 beta-arrestin -0.2%, GPR55 LPI antagonism -6.5%, AID2073 0.3%, Siah-1 displacement 3.9%, NTR1 agonist cell count 20 µM 60 and NS5 inhibitors pilot replicate 2.1.
`CC(=O)c1ccc(NC(=O)CNCC(c2ccccc2)N(C)C)cc1` (configuration not stated) gave HIV fusion peptide 1.5%, K1F lysis inhibition 0.0%, GPR35 arrestin U2OS 5.7%, NTR1 agonist -0.9, NS5 inhibitors -2.3%, GPR55 beta-arrestin 0.2%, GPR55 LPI antagonism 11.6%, AID2073 -1.1%, Siah-1 displacement -2.7% and NTR1 agonist cell count 20 µM 63.
Screening COc1ccc(S(=O)(=O)Nc2ccccc2C(=O)NCc2cccnc2)cc1 returned HIV fusion peptide 1.8%, K1F lysis inhibition -0.4%, GPR35 arrestin U2OS 14.8%, NTR1 agonist 0.5, NS5 inhibitors -1.6%, GPR55 beta-arrestin 0.0%, GPR55 LPI antagonism -4.2%, AID2073 9.4%, Siah-1 displacement 2.3% and NTR1 agonist cell count 20 µM 62.
`O=C(c1cccc(NC2=NC3CS(=O)(=O)CC3S2)c1)N1CCN(c2cccc(Cl)c2)CC1` (configuration not stated) gave HIV fusion peptide 0.5%, K1F lysis inhibition 1.0%, GPR35 arrestin U2OS -13.9%, NTR1 agonist 1.9, NS5 inhibitors -3.5%, GPR55 beta-arrestin 0.8%, GPR55 LPI antagonism 3.1%, AID2073 10.8%, Siah-1 displacement 12.0% and NTR1 agonist cell count 20 µM 59.
Screening COc1ccc(C(=O)Nc2ccc(OCC(F)(F)C(F)F)c(C(F)(F)F)c2)cc1OC returned HIV fusion peptide -2.3%, K1F lysis inhibition 3.8%, GPR35 arrestin U2OS 0.0%, NTR1 agonist 23.7, NS5 inhibitors -6.4%, GPR55 beta-arrestin 0.6%, GPR55 LPI antagonism 2.8%, AID2073 4.5%, Siah-1 displacement 0.6% and NTR1 agonist cell count 20 µM 58.
